PrPC TRFRET: inhibitors of human cell surface prion protein PrPC, primary screen, cell-based, TR-FRET | AID 720596, 2013 | inhibition, % at 13.8 µM | TR-FRET read-out | 0.43% of 370,000 active; in the data active = inhibition above about 24%; also: 0% = median of the test wells and 100% = reference compound wells
BoNT-F LC inh: BoNT/F light chain protease inhibitors, primary screen, biochemical, flow cytometry, MLPCN library | inhibition, % at 10 µM | 0.22% of 360,000 active | Botulinum neurotoxin type F light chain protease (Clostridium botulinum) | Multiplex microsphere protease cleavage assay | AID 588497, 2011; in the data active = inhibition above about 35%, passing the limit was not always enough; also: plate controls were buffer without enzyme for full effect and enzyme alone for no effect
Mtb BioA inh: M. tuberculosis BioA enzyme inhibitors, primary screen, biochemical, plate reader, single point, HTS | 7,8-diaminopelargonic acid synthase BioA (Mycobacterium tuberculosis) | purified M. tuberculosis BioA enzyme | inhibition, % at 9.99 µM | 0.096% of 360,000 active | AID 602481, 2012; in the data active = inhibition above about 40%
* marks the source's active call; other numbers are inactive results; · = no result given.

Sample of the layout (2 entries):
SMILES	PrPC TRFRET	BoNT-F LC inh	Mtb BioA inh
COC(=O)[C@]12CCCCC=C1N(Cc1ccccc1)C(=O)[C@H](CC(=O)N1CCCCC1)C2	12.3	-0.3	·
CCCN(C)C1CN(Cc2cn(Cc3cc(C)cc(C)c3)nn2)S(=O)(=O)C1 (stereo not drawn)	1.6	-1.6	·

Main list, from the first entry:
SMILES	PrPC TRFRET	BoNT-F LC inh	Mtb BioA inh
COC(=O)[C@]12CCCCC=C1N(Cc1ccccc1)C(=O)[C@H](CC(=O)N1CCCCC1)C2	12.3	-0.3	·
CCCN(C)C1CN(Cc2cn(Cc3cc(C)cc(C)c3)nn2)S(=O)(=O)C1 (stereo not drawn)	1.6	-1.6	·
CC(C)C[C@H]1CN(CCCC[C@H]2CNC(=O)C(=O)N2CCc2ccccc2)C(=O)C(=O)N1CCC1CCCCC1	-1.9	-2.8	·
O=C(NCCN1CCC2(CC1)C(=O)NCN2c1cccc(F)c1)c1ccc2ccccc2c1	-1.0	-0.1	·
O=c1oc(=S)oc2c1[C@H](c1ccc(Cl)cc1)O[C@H](C1CCCC1)C2	7.3	3.8	·
CC(=O)CC1c2cc(F)ccc2C=C(c2ccsc2)N1c1ccc(-c2cccnc2)cc1 (stereo not drawn)	-4.1	3.1	·
O=S1(=O)CC(N2CC=CC2)CN1Cc1cn(Cc2ccccc2)nn1 (stereo not drawn)	5.9	4.5	·
C[C@@H]1O[C@H](C2CCCCC2)Cc2[nH][nH]c(=O)c21	-10.7	-4.2	·
Cc1cc(C)cc(Cn2cc(CN3CC(N(C)C)CS3(=O)=O)nn2)c1 (stereo not drawn)	-7.2	-4.4	·
O=C1NC[C@H](CCCCN2C[C@H](Cc3ccc(O)cc3)N(CCC3CCCCC3)C(=O)C2=O)N(CCc2ccc(O)cc2)C1=O	3.8	-26.0	·
CC(C)[C@@H]1Cc2[nH][nH]c(=O)c2[C@H](CCc2ccccc2)O1	-1.1	0.5	·
COC(=O)c1ccc2nc(-c3ccco3)c(Cc3cccc(Cl)c3)n2c1	9.8	1.8	·

Record cards, as listed above. Order of values: PrPC TRFRET | BoNT-F LC inh | Mtb BioA inh
Profile of `Cc1cc(C)cc(Cn2cc(CN3CC(N(C)C)CS3(=O)=O)nn2)c1` (stereo not drawn) : -7.2 | -4.4 | ·
Profile of `CC(=O)CC1c2cc(F)ccc2C=C(c2ccsc2)N1c1ccc(-c2cccnc2)cc1` (stereo not drawn) : -4.1 | 3.1 | ·
Profile of `O=C1NC[C@H](CCCCN2C[C@H](Cc3ccc(O)cc3)N(CCC3CCCCC3)C(=O)C2=O)N(CCc2ccc(O)cc2)C1=O` : 3.8 | -26.0 | ·
Profile of `COC(=O)[C@]12CCCCC=C1N(Cc1ccccc1)C(=O)[C@H](CC(=O)N1CCCCC1)C2` : 12.3 | -0.3 | ·
Profile of `CC(C)[C@@H]1Cc2[nH][nH]c(=O)c2[C@H](CCc2ccccc2)O1` : -1.1 | 0.5 | ·

Continued:
SMILES	PrPC TRFRET	BoNT-F LC inh	Mtb BioA inh
CC1=C(C(=O)N2CCOCC2)CC(CC(=O)NCCc2ccccn2)C(=O)N1CCCN1CCCC1=O (stereo not drawn)	-3.1	0.9	·
CC(C)C[C@H]1COc2cccc(N3CCN(C)CC3)c2S(=O)(=O)N1	-5.8	-12.7	·
C[C@@H](c1ccccc1)N1C[C@@H](COCc2ccccc2)Oc2cc(N3CC[C@@H](N(C)C)C3)ccc2S1(=O)=O	-6.1	-16.4	·
CC1=C(C(=O)N(C(C)C)C(C)C)CC(CC(=O)NCC2CCCCC2)C(=O)N1Cc1ccc(C(C)(C)C)cc1 (stereo not drawn)	10.9	-3.1	·
CCCCC[C@H](C)N1C[C@@H](COCc2ccccc2)Oc2cc(N3CC[C@H](N(C)C)C3)ccc2S1(=O)=O	8.2	-12.8	·
CCOc1ccc(CCN2C(=O)C(=O)N([C@@H](CC(C)C)CN3CCC[C@H]3CN3C(=O)C(=O)NC[C@@H]3CC(C)C)C[C@@H]2Cc2ccccc2)cc1	-3.2	-5.9	·
CCOC(=O)[C@]12CCCC=C1N(Cc1cccc3ccccc13)C(=O)[C@H](CC(=O)NCC13CC4CC(CC(C4)C1)C3)C2	8.2	5.7	·
CCCCNC(=O)c1c(N)[nH]c(C(=O)c2ccccc2)c1-c1ccccn1	-9.7	-3.2	·
CCCCCCCCN1C(=O)[C@H](CC(=O)NCCCOC)C[C@@]2(C(=O)OC)CCCCC=C12	8.4	-3.2	·
CCCCC[C@@H]1CCCCC[C@@H](O)C[C@H](O)[C@H](O)/C=C/C(=O)O1	5.6	-6.3	·
COC[C@@H]1CCCN1c1ccc2c(c1)O[C@@H](COCc1ccccc1)CN([C@@H](C)c1ccccc1)S2(=O)=O	10.8	-0.7	·
COc1cccc(-c2oc3c(c2-c2ccc(Br)nc2)C(O)CCC3)c1 (stereo not drawn)	-5.3	0.4	·

Some of these compounds in order of number of heavy atoms, lowest first.
SMILES	PrPC TRFRET	BoNT-F LC inh	Mtb BioA inh
CC(C)[C@@H]1Cc2[nH][nH]c(=O)c2[C@H](CCc2ccccc2)O1	-1.1	0.5	·
O=c1oc(=S)oc2c1[C@H](c1ccc(Cl)cc1)O[C@H](C1CCCC1)C2	7.3	3.8	·
CC1=C(C(=O)N2CCOCC2)CC(CC(=O)NCCc2ccccn2)C(=O)N1CCCN1CCCC1=O (stereo not drawn)	-3.1	0.9	·
CCOc1ccc(CCN2C(=O)C(=O)N([C@@H](CC(C)C)CN3CCC[C@H]3CN3C(=O)C(=O)NC[C@@H]3CC(C)C)C[C@@H]2Cc2ccccc2)cc1	-3.2	-5.9	·

More entries
SMILES	PrPC TRFRET	BoNT-F LC inh	Mtb BioA inh
CC1(C)OC(=O)C2=C(C[C@@H](C3CCCC3)O[C@H]2CCc2cccc(Cl)c2)O1	1.9	10.0	·
O=C1NC[C@H](CCCCN2CCN(CC3CCCCC3)C(=O)C2=O)N(CC2CCCCC2)C1=O	11.6	5.2	·
CCOC(=O)[C@]12CCCC=C1N(Cc1ccc(Cl)cc1Cl)C(=O)[C@H](CC(=O)NCc1cccs1)C2	-9.2	-0.1	·
Cc1cc(Br)cn2c(Cc3cccc(Cl)c3)c(-c3cccc(Cl)c3)nc12	-6.8	-16.6	·
C[C@H](NC(=O)[C@@H]1CCCN1C(=O)[C@@H]1CCCN1C(=O)c1cccc2ccccc12)c1ccccc1	-4.0	0.3	·
COC(=O)CCCC[C@@H]1O[C@H](CCc2ccccc2)CC2=C1C(=O)OC(C)(C)O2	-1.3	1.5	·
COC(=O)CCCn1cc(CN2CC(N3CCCCC3)CS2(=O)=O)nn1 (stereo not drawn)	-3.1	-0.1	·
O=C(NCCN1CCC(n2c(=O)[nH]c3ccccc32)CC1)c1ccc(Cl)cc1	-7.3	-10.9	·
COC[C@H]1CCCN1c1ccc2c(c1)O[C@H](COCc1ccccc1)CN([C@H](C)c1ccccc1)S2(=O)=O	5.7	3.1	·
CC1=C(C(=O)N2CCCCCC2)CC(CC(=O)NCCc2ccccn2)C(=O)N1Cc1ccc(C(C)(C)C)cc1 (stereo not drawn)	-2.6	1.1	·
Fc1cccc(Cc2c(-c3ccccc3)nc3c4ccccc4ccn23)c1	-4.3	-12.5	·
CCCCNC(=O)C1c2ccccc2OCC(=O)N1Cc1ccccc1 (stereo not drawn)	5.8	6.0	·
CCOC(=O)[C@]12CCC=C1N(Cc1ccc(Cl)cc1Cl)C(=O)[C@H](CC(=O)N1CCOCC1)C2	5.6	-3.9	·
C[C@@H]1CC2=C(C(=O)OC(C)(C)O2)[C@H](c2ccc(F)cc2)O1	7.4	-4.6	·
CCCc1c(-c2ccccc2)ncn1Cc1ccccc1OC	16.2	6.0	·
COC(=O)c1ccc2nc(-c3cccc(Br)c3)c(Cc3ccccc3OC)n2c1	-3.8	-4.8	·
CCOC(=O)c1sc2nc(OCCN3CCOCC3)cc(C)c2c1N	-10.6	0.5	·
CCCCCCCCN1C(=O)[C@H](CC(=O)NCc2ccccc2)C[C@@]2(C(=O)OCC)CCCC=C12	7.6	1.7	·
O=c1[nH][nH]c2c1[C@H](C1CCCC1)O[C@H](CCc1ccccc1)C2	-0.3	-0.6	·
COc1cc(OC)cc(-c2c(Sc3ccccc3)c3cc(-c4ccc5c(c4)OCCO5)ccc3n2C)c1	-2.7	0.5	·
COC(=O)[C@]1(Sc2ccc(C)cc2)CC(=O)N[C@@H]1c1ccccc1	4.2	8.1	·
COc1ccc(-c2sc3cc(OC)ccc3c2-c2ccc(OCCN3CCCCC3)cc2)cc1	7.4	-13.5	·
COc1cc(OC)cc(C2=Cc3ccccc3C(CC(=O)c3ccco3)N2c2ccc(-c3cnc(OC)nc3)cc2)c1 (stereo not drawn)	-16.4	-2.2	·
CC(C)CC1OC(C)Cc2[nH][nH]c(=O)c21 (stereo not drawn)	-5.1	-1.6	·

4 records drawn at random from those above:
SMILES	PrPC TRFRET	BoNT-F LC inh	Mtb BioA inh
COC(=O)c1ccc2nc(-c3cccc(Br)c3)c(Cc3ccccc3OC)n2c1	-3.8	-4.8	·
CC(C)CC1OC(C)Cc2[nH][nH]c(=O)c21 (stereo not drawn)	-5.1	-1.6	·
CCOc1ccc(CCN2C(=O)C(=O)N([C@@H](CC(C)C)CN3CCC[C@H]3CN3C(=O)C(=O)NC[C@@H]3CC(C)C)C[C@@H]2Cc2ccccc2)cc1	-3.2	-5.9	·
CC(C)[C@@H]1Cc2[nH][nH]c(=O)c2[C@H](CCc2ccccc2)O1	-1.1	0.5	·

(listing goes on)
SMILES	PrPC TRFRET	BoNT-F LC inh	Mtb BioA inh
O=S1(=O)N[C@H](Cc2ccccc2)COc2cccc(N3CCC[C@@H]3CO)c21	1.4	1.6	·
CCOC(=O)[C@]12CCC=C1N(Cc1ccc3c(c1)OCO3)C(=O)[C@H](CC(=O)NCC1CCCCC1)C2	1.6	2.2	·
CCOC(=O)[C@]12Cc3c(cc(OC)c(OC)c3OC)[C@H]1N(Cc1ccccc1)C(=O)c1cc(F)c(F)cc12	11.6	-1.4	·
N#CCCCc1cn(-c2nc3ccccc3s2)nn1	2.1	4.6	·
COC(=O)[C@]12CCCCC=C1N(Cc1cccc3ccccc13)C(=O)[C@H](CC(=O)N1CCCCC1)C2	8.1	0.8	·
COc1ccc(-c2nc3ccc(Br)cn3c2CC(=O)N2CCCC2)cc1OC	2.9	1.9	·
CCOC(=O)[C@]12CCC=C1N(CCC1=CCCCC1)C(=O)[C@H](CC(=O)NCCCN1CCCC1=O)C2	3.0	-10.3	·
O=C1NC[C@H](CCCCN2C[C@H](Cc3ccccc3)N(CCc3ccccc3)C(=O)C2=O)N(CC2CCCCC2)C1=O	6.5	4.2	·
Cc1cc(C)n2c(NC3CCCCC3)c(-c3cccnc3)nc2n1	-5.2	3.4	·
Nc1ccn([C@@H]2O[C@H](C(=O)N3CCCN(Cc4ccccc4F)CC3)[C@@H](O)[C@H]2O)c(=O)n1	4.7	-1.5	·
COc1cccc(CNC(=O)[C@@H]2CCCN2C(=O)[C@@H]2CCCN2C(=O)c2ccc(Cl)cc2)c1	-0.8	-3.6	·
Cc1cc2nc(-c3nnnn3C3CCCCC3)c(=O)[nH]c2cc1C	1.4	11.9	·
CC(C)C[C@H]1CNC(=O)C(=O)N1C[C@@H]1CCCN1C[C@H](CC(C)C)N1C[C@H](Cc2ccccc2)N(CCc2ccccc2)C(=O)C1=O	-3.1	-3.3	·
O=C1CCCCC(=O)[C@H](OC(=O)c2ccccc2)C[C@H](c2ccccc2)O1	4.3	-1.5	·
Cc1cccc(C)c1-n1nnnc1C1(C)CCC(=O)N1C1CCN(Cc2ccccc2)CC1 (stereo not drawn)	4.3	-1.1	·
CCOC(=O)[C@]12CCC=C1N(Cc1ccc3c(c1)OCO3)C(=O)[C@H](CC(=O)NCCCOC)C2	8.5	10.4	·
O=C1NC[C@@H](CCCCN2CCN(CC3CCCCC3)C(=O)C2=O)N(CC2CCCCC2)C1=O	10.5	0.9	·
CCOC(=O)[C@]12Cc3cc4ccccc4cc3[C@H]1N(Cc1ccccc1)C(=O)c1cc(OC)ccc12	18.0	-8.7	·
O=C1NC[C@H](CCCCN2CCN(CCC3CCCCC3)C(=O)C2=O)N(CC2CCCCC2)C1=O	3.4	1.4	·
O=S1(=O)CC(N2CCN(Cc3ccccc3F)CC2)CN1Cc1cn(Cc2cccc(C(F)(F)F)c2)nn1 (stereo not drawn)	-4.2	7.5	·
O=c1[nH][nH]c2c1[C@H](c1ccc(Cl)cc1)O[C@H](CCc1ccccc1)C2	2.9	-11.0	·
Cc1cc2nc(-c3cccc(Cl)c3)c(Cc3cccc(Cl)c3)n2c(C)c1Br	7.8	-6.3	·
CCCCCc1c(-c2ccccc2F)ncn1CCc1ccccc1OC	9.1	5.4	·
CCN(C)C1CN(Cc2cn(Cc3ccccc3)nn2)S(=O)(=O)C1 (stereo not drawn)	-3.3	2.2	·
CNC(=O)C[C@@H]1CC[C@@H]2[C@H](COC[C@H](O)CN2S(=O)(=O)c2ccccc2Cl)O1	-0.8	·	0.8
CO[C@@H]1CN(C)C(=O)c2ccc(NC(=O)C3CCC3)cc2OC[C@H](C)N(CC2CCCCC2)C[C@H]1C	-0.8	·	0.0

Not all compounds are listed (hit frequency here may not be typical).
